# Polio RdRp inh: poliovirus RNA polymerase inhibition; P03300; AID 588519; poliovirus polymerase elongation, fluorescence polarization; hits give low values; 150,000 tested, 0.66% active; % elongation, % (compound at 16.7 µg/mL); in the data active = % elongation below about 90%; also: some results filed as inactive read as strong as hits
# Target sequence (P03300 1749-2209 limits assumed): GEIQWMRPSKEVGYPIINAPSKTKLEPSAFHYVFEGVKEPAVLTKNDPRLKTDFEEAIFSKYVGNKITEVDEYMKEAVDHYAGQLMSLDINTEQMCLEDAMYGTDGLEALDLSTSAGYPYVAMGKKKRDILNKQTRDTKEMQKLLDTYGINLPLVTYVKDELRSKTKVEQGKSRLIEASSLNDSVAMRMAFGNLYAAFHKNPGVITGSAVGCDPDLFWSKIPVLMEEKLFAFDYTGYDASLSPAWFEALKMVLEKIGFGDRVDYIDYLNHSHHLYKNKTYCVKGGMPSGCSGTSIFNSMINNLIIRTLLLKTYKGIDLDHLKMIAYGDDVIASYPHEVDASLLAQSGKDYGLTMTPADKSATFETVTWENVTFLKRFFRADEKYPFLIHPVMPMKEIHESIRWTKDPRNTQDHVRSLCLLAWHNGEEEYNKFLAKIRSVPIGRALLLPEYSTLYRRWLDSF
# Polio RdRp inh FP z-score: recorded beside Polio RdRp inh, whose call it bears; z-score; measured here: FP z-score; hits read low
# * marks the source's active call; other numbers are inactive results; & = joins results of further samples. This is a subset (hit frequency here may not be typical).
SMILES	Polio RdRp inh	Polio RdRp inh FP z-score
Cc1cccc(N2CCN(C(=O)Cn3ncc4c([nH]c5ccccc54)c3=O)CC2C)c1 (stereo not drawn)	108.0	0.4
Cc1c(C(=O)Nc2ccc(S(N)(=O)=O)cc2)sc2nc3n(c(=O)c12)CCCC3	99.0	-1.7
O=C(CN(C1=NC2CS(=O)(=O)CC2S1)c1ccccc1F)Nc1ccccc1 (stereo not drawn)	99.0	-1.5
COc1ccc(NC(=O)c2cnc(N3CCCCC3)c3ccccc23)cc1Cl	112.0	1
COc1ccc2c(c1)CC(NC(=O)Nc1c(C)cc(C)cc1C)CO2 (stereo not drawn)	106.0	0.1
O=C(NCCCl)c1ccc2ccccc2n1	102.0	0
CC1(C)CC(Nc2nc(Cl)c(C#N)c(Cl)c2Cl)CC(C)(C)N1	104.0	0.4
Cc1cccc(Cn2c(=O)n(-c3ccccc3)c(=O)c3sccc32)c1	103.0	1.1
CN1CCN(c2nc(N3CCCc4ccccc43)nc(N3CCCc4ccccc43)n2)CC1	102.0	0
CC(C)CN(CCCNC(=O)c1cc(-c2ccc(Br)s2)nc2ccccc12)CC(C)C	109.0	0.7
Nc1nc(-c2ccco2)nc(-c2ccco2)n1	99.0	-0.2
O=C(Oc1ccc2c(=O)c(Cl)coc2c1)c1cccnc1	103.0	0.7
CCOC(=O)c1nc(Nc2ccc(C(C)=O)cc2)c2ccccc2n1	105.0	0.1
Oc1ccc(C2N(c3ccccc3)CCN2c2ccccc2)cc1	106.0	0.3
CCN(CC(=O)NCc1ccc(F)cc1)C(=O)C1CCCC1	100.0	-0.3
COC(=O)c1cc(-c2ccccc2)nc2c1c(C)nn2-c1ccccc1	103.0	0.5
COc1ccc(-c2nc3sc(CCNC(=O)C(=O)Nc4ccccc4C#N)c(C)n3n2)cc1	115.0	2.3
COc1ccc(-n2cccc2C=C(C#N)C#N)cc1	102.0	0.1
N#CC(C(=O)c1ccc(Cl)cc1Cl)c1nc2ccccc2[nH]1 (stereo not drawn)	106.0	0.4
CCOC(=O)C1CCc2nc3ccccc3c(=O)n21 (stereo not drawn)	101.0	0.4
CC1CN(S(=O)(=O)c2ccc(F)c(F)c2)CC(C)O1 (stereo not drawn)	101.0	-0.4
CCN1CCCC(OC(=O)c2ccc3c(=O)n4c(nc3c2)CCCCC4)C1 (stereo not drawn)	102.0	0
O=C1N(c2ccccc2)C(c2ccccc2)C1(F)F (stereo not drawn)	101.0	0
Cc1cc(-n2c(SCC(=O)NCc3ccccc3)nc3ccsc3c2=O)ccc1Cl	101.0	-1.1
COc1ccc2oc(=O)c(C(=O)NC3CCCCC3C)cc2c1 (stereo not drawn)	98.0	-0.2
Cn1c(CSCC(=O)Nc2ccccc2)nnc1SCc1ccc(Cl)cc1	105.0	0.2
CCOc1ccc(/C=N/NC=O)cc1	101.0	0
COc1ccc(OC)c(/C=c2\sc3nnc(-c4ccccc4Cl)n3c2=O)c1	91.0	-1.3
CCOc1ccc(CN2CCC(n3nc(-c4ccoc4C)oc3=O)CC2)cc1	104.0	0.7
CS(=O)(=O)c1ccc2nc(NC(=O)C3CCCO3)sc2c1 (stereo not drawn)	103.0	-0.1
Cc1ccc(SCc2nccn2Cc2ccc(Cl)cc2)cc1	99.0	-1
C=CCn1c(=O)c2ccccc2n2c(SCC(=O)N3CCc4ccccc43)nnc12	102.0	-0.1
Cc1cc(C(=O)Nc2ccc(C(C)C)cc2)c2c(C)nn(-c3ccccc3)c2n1	110.0	0.5
Cc1c(NC(=O)C(C)n2nc(C(=O)O)c3ccccc3c2=O)c(=O)n(-c2ccccc2)n1C (stereo not drawn)	100.0	-0.1
COc1ccc(C2C3CCc4ccccc4C3=NN2C(=O)c2cccs2)cc1 (stereo not drawn)	104.0	0
CCCn1c(=O)c(C#N)nn(-c2ccc(OC)cc2)c1=O	106.0	0.5
O=C1c2ccccc2C2=Nc3ccccc3SC(c3ccc(F)cc3)C12 (stereo not drawn)	101.0	0
Cc1cc(C)n2ncc(C(=O)N(C)Cc3ccccc3)c2n1	101.0	0.3
Clc1ccc2c(c1)CCN2	100.0	-0.6
Cc1cc(C)n2nc3nc(N4CCC(C)CC4)nc(-c4ccccc4)c3c2n1	101.0	0.3
O=C(NCCc1csc(-c2cccnc2)n1)c1ccc(F)c(F)c1	99.0	-2.1
Cc1ccc(OC(=O)CSc2nnc(-c3cccs3)o2)cc1	97.0	-1.6
CCCc1c(Cc2c(F)cccc2Cl)c(=O)oc2cc(O)ccc12	107.0	0.6
CCCCSc1ncnc2c1c(-c1ccccc1)cn2-c1cccc(F)c1	100.0	-0.5
CCOc1ccc(S(=O)(=O)N2CCCC(C(=O)N3CCN(CC)CC3)C2)cc1Cl (stereo not drawn)	104.0	1.1
O=C1CC(c2ccc(F)cc2)c2c(c3ccccc3oc2=O)O1 (stereo not drawn)	105.0	0.2
O=C(CN(Cc1ccco1)C(=O)Cn1cnnn1)Nc1ccc(Cl)c(C(F)(F)F)c1	103.0	0.2
COc1ccc(CCNC(=O)Cn2c(-n3nc(C)cc3C)nc(C)c(C)c2=O)cc1OC	104.0	0.7
Cc1cc(Nc2cccc(C(F)(F)F)c2)nc2ccc(NC(=O)c3ccccn3)cc12	103.0	0.4
COc1ccc(-c2csc(NC(=O)Cc3cccc4ccccc34)c2C(=O)O)cc1	100.0	-0.1

# (list continues)
SMILES	Polio RdRp inh	Polio RdRp inh FP z-score
COc1ccc(C2CCCCCN2C(=O)Cn2c(C)csc2=O)cc1 (stereo not drawn)	99.0	-0.4
Cc1ccc(-c2nn(-c3cccc(F)c3)c3c2cnc2cc(F)c(F)cc23)cc1	101.0	-0.5
Cc1ccc(CCNC(=O)c2cc3sccc3n2Cc2ccc(C)cc2)cc1	105.0	0.2
CC(NC(=O)COc1ccc(Cl)cc1)C(=O)O (stereo not drawn)	98.0	-0.5
Cc1cc(Nc2ccc(Cl)cc2C)nc(-n2nc(C)cc2C)n1	112.0	1
CCNc1nc(NC(C)CC)nc(ON=C(C)C)n1 (stereo not drawn)	101.0	-0.2
CC1CN/C(=C/C(=O)/C=C/c2ccccc2)C(=O)N1 (stereo not drawn)	100.0	-0.6
Cc1nnc(NC(=O)c2nc(SC(C)C)ncc2Cl)s1	107.0	0
CCNS(=O)(=O)c1ccc2c3c(cccc13)C(=O)N2	100.0	-0.1
CCc1nnc(SCc2nc(-c3ccc(OC)cc3)oc2C)c2cc3sccc3n12	103.0	-0.8
Cc1nc(C(=O)O)nn1-c1ccc(Cl)cc1	106.0	0.7
Cc1c(Cl)cccc1NC(=O)N1CCC(CN2CCOCC2)CC1	112.0	0.3
Cc1ccc(NC(=O)Nc2ccc3c(c2)C(=O)NC3=O)cc1	101.0	-0.4
C=CCn1c(C)nnc1SC(C)C(=O)Nc1ccc(S(=O)(=O)NC(C)C)cc1 (stereo not drawn)	104.0	0.2
COC(=O)c1ccc(S(=O)(=O)NCCc2ccccc2OC)n1C	104.0	0.7
Cc1cccc(OC(C)C(=O)Nc2ncn[nH]2)c1 (stereo not drawn)	104.0	-0.2
CCOc1cc2sc(N3CCC(C(=O)Nc4ccc(C(C)C)cc4)CC3)nc2cc1Br	107.0	-0.8
Cc1c(CNC2CCCCCC2)c(C(=O)O)c(C)n1Cc1c(F)cccc1Cl	101.0	-0.9
CCOc1ccc(-c2c(C)nn3c(C)c(C(=O)NCC(C)c4ccccc4)cnc23)cc1OCC (stereo not drawn)	102.0	-0.3
O=C(O)C1CCN1C1CCCCC1 (stereo not drawn)	104.0	0.6
CS(=O)(=O)N1CCC(C(=O)NC2CCCCC2)CC1	101.0	0
CCC1(c2cccc(O)c2)CCCCN(C)C1 (stereo not drawn)	99.0	-0.2
COC(=O)c1nn(-c2ccc3c(c2)CCN3C(C)=O)cc1O	102.0	-0.1
CC(Sc1ncnc2c1oc1ccccc12)c1ccccc1 (stereo not drawn)	100.0	-0.7
O=C(O)c1ccc(N2Cc3ccc(Br)cc3C2)cc1	104.0	0.1
CCCc1nc(C)cc(N2CCOCC2)n1	102.0	0.4
Cc1cccc(NC(=O)CCS(=O)(=O)c2ccc3c(c2)n(C)c(=O)c(=O)n3C)c1	103.0	0.1
Cc1nn(CC(C)C)c2sc(C(=O)O)cc12	100.0	-1
COc1ccc(C(Cl)=C(c2ccc(OC)cc2)c2ccc(OC)cc2)cc1	99.0&101.0	-0.2&0.2
Cc1cc(C)cc(NC(=O)CCc2c(C)nn(-c3ccc(N4CCCC4)nn3)c2C)c1	106.0	0
Cc1ccccc1-c1coc2cc(O)ccc2c1=O	101.0	0.3
CCc1c(C)nc(N)nc1N1NC1=S	100.0	0.2
CCCc1cc(=O)[nH]c(SCc2nc(-c3ccccc3F)no2)n1	105.0	-0.6
Cc1ccc(/C=N/N=C2\SCC(=O)N2CC2CC2)cc1	102.0	0.2
CC(C)N1CN(CCc2ccccc2)c2nc3ccccc3n2C1	100.0	-0.2
COc1cccc(Cn2c(CNC(=O)c3cc([N+](=O)[O-])ccc3Cl)nc3cccnc32)c1	104.0	-0.8
O=C(NC(=O)c1ccc(F)cc1)Nc1ccc(-c2cc(C(F)(F)F)nn2-c2ccccc2)cc1	107.0	0.5
Cc1ccc(-n2c(C)cc(/C=C(\C#N)C(=O)N3CCCCC3)c2C)cc1	102.0	0.2
Clc1ccc(-c2noc(Cc3ccccc3)n2)cc1	100.0	-0.5
CCC(=O)Nc1nnc(-c2ccc(Cn3c(-c4cncs4)nc4ccccc43)cc2)s1	99.0	-0.4
OC(CSc1nc(-c2ccccc2)n(-c2ccccc2)n1)C(F)(F)F (stereo not drawn)	105.0	0.5
N#C/C(=C\c1ccccc1)C(=O)NC1CC1	98.0	-0.7
CCn1nnc2cc(C(=O)N3CCC(C(=O)OC)CC3)ccc21	99.0	-0.4
CCn1c2c(c(=O)n3ncc(C(=O)N4CCN(c5ccc(Cl)cc5)CC4)c13)CN(Cc1ccc(OC)cc1)CC2	115.0	1.8
CC(NC(=O)C1CC2CCCC(C1)C2=O)c1ccccc1 (stereo not drawn)	101.0	0.4
Cc1nnc(Sc2cc(C(=O)NCCN(C)Cc3ccccc3)c3ccccc3n2)s1	102.0	0.1
CCN(CC)c1ccc(CC(=O)NC(C)Cc2ccccc2)cc1 (stereo not drawn)	103.0	0
Cc1nc(Cc2ccc(OC(C)C)cc2)[nH]c(=O)c1CC(=O)O	102.0	0.3
N#CC1=C(S)NC(=O)CC1c1ccco1 (stereo not drawn)	79.0*	-3.1*
CCS(=O)(=O)N1CCc2cc(C(=O)NCc3ccccc3)ccc21	101.0	-1.4

# Following part.
SMILES	Polio RdRp inh	Polio RdRp inh FP z-score
CN(Cc1ccccc1F)C(=O)CNC(N)=O	99.0	-0.5
O=C1NN(c2ccc(Cl)c(Cl)c2)C(=O)/C1=C\C=C\c1ccccc1	106.0	0.4
COc1ccccc1-c1nn2c(=O)cc(CN3CCN(C(=O)Nc4ccc(C)cc4Cl)CC3)nc2s1	108.0	0.2
N#Cc1ccc(CSc2nnnn2C2CC2)cc1	35.0*	-5*
CCN=C1N=C(c2ccccc2)N=P(NCC)(NCC)N1	100.0	0.2
CC1SCC(=O)N(CC(=O)Nc2ccc3c(c2)OCO3)C1=O (stereo not drawn)	105.0	0.7
C=CCn1c(SCC(=O)Nc2ccccc2)nc2scc(-c3cccs3)c2c1=O	105.0	0.3
Cc1ccc(S(=O)(=O)NC(=O)Nc2ccccc2)cc1	102.0	0.1
CC(NC(=O)Oc1c(Cl)cc(Cl)c2ccccc12)(C(F)(F)F)C(F)(F)F	104.0	0.2
O=C(Nn1cnnc1)c1cc2ccccc2oc1=O	102.0	0.1
Cc1onc(-c2c(F)cccc2Cl)c1C(=O)OCC(=O)N(C)c1ccccc1	105.0	0.4
CN(C)CCCNc1ncnc2ccc(Br)cc12	100.0	-0.3
O=c1ccc(-c2ccccc2)nn1Cc1ccc(F)cc1Cl	111.0	1.2
O=C1C2C3c4ccccc4C(c4ccccc43)C2C(=O)N1C(CO)(CO)CO (stereo not drawn)	106.0	1.4
Cc1ccsc1C(=O)OCC(=O)N1CCC(Cc2ccccc2)CC1	104.0	1.1
CCOC(=O)c1ccc2c(c1)nnn2CCc1ccccc1	101.0	-0.2
COc1ccccc1-n1cnc2cc(C(=O)NCC3CCCO3)ccc21 (stereo not drawn)	101.0	0.3
N#CCOC(=O)c1c2c(nc3ccccc13)CCC2	101.0	0
COc1ccc(-c2nc(C)c(CCNC(=O)c3c(F)cccc3F)s2)cc1	109.0	0.5
O=C(CCc1ccc(S(=O)(=O)N2CCOCC2)cc1)N/N=C/c1cccc(O)c1	104.0	0.3
COC(=O)c1ccc(COn2c(=O)c[n+]([O-])c3ccccc32)cc1	102.0	0.3
CN(Cc1ccccc1)C(=O)Cc1noc2ccccc12	99.0	-1.4
COc1ccc(C(CC(=O)O)NS(=O)(=O)c2ccccc2F)cc1OC (stereo not drawn)	100.0	-0.6
C(=Nc1cccc2ccccc12)c1ccc(Sc2nnnn2-c2ccccc2)o1	100.0	-0.2

# Reformatted with each value named: part of the list above.
O=C(Nn1cnnc1)c1cc2ccccc2oc1=O
  Polio RdRp inh = 102.0
  Polio RdRp inh FP z-score = 0.1
N#CCOC(=O)c1c2c(nc3ccccc13)CCC2
  Polio RdRp inh = 101.0
  Polio RdRp inh FP z-score = 0

# Reprinted at random: two entries already listed, in no set order.
SMILES	Polio RdRp inh	Polio RdRp inh FP z-score
O=C(Nn1cnnc1)c1cc2ccccc2oc1=O	102.0	0.1
CCOC(=O)c1ccc2c(c1)nnn2CCc1ccccc1	101.0	-0.2

# Screening results from PubChem.
